# All columns: NCI-60 one-dose screen, growth in % after 48 h at 10 µM unless noted; 100 = growth as untreated, 0 = no growth, -100 = all killed.
# NCI-H522 – NCI-H522 lung cancer; 78,000 tested, 8% active
# NCI-H23 – NCI-H23 lung cancer | 80,000 tested, 4% active
# NCI/ADR-RES – NCI/ADR-RES ovarian cells; 81,000 tested, 4.4% active
# NCI-H322M – NCI-H322M lung cancer; AID 1794733; 80,000 tested, 2.7% active
# HCT-116 – HCT-116 colon cancer | 82,000 tested, 7.3% active
# NCI-H226 – NCI-H226 lung cancer | 79,000 tested, 3.5% active
# HCT-15 – HCT-15 colon cancer | 82,000 tested, 5.2% active
# COLO 205 – COLO 205 colon cancer | 79,000 tested, 7.3% active
# NCI-H460 – NCI-H460 lung cancer | 82,000 tested, 6.8% active | AID 1794736
# Starred values were filed as active, the others as inactive; / = not tested or not shown; & = joins results of further samples; ! = a repeat was not active. Rule for the calls: active = growth percent below 10; inactive = the rest. Outcome played no part in choosing rows; overall some 12% were active at least once.
Molecule,NCI-H522,NCI-H23,NCI/ADR-RES,NCI-H322M,HCT-116,NCI-H226,HCT-15,COLO 205,NCI-H460
Cc1cc(C)nc(NS(=O)(=O)c2ccc(Nc3nc(C)c4c(=O)[nH]c(Nc5cccc(Cl)c5)nc4n3)cc2)n1,94,94,99,144,101,85,98,112,119
Nc1nc(N)c2c(C(=O)Nc3ccc(CCN4CCOCC4)cc3)coc2n1,97,97,98,105,97,105,105,104,105
CN1/C(=C/C=C/c2n(Cc3ccc4ccccc4c3)c(Cl)c(Cl)[n+]2Cc2ccc3ccccc3c2)Oc2ccccc21,-82*,-80*,33,-11*,-82*,-75*,-73*,-80*,-75*
COC(=O)CN/C(CCCO)=C(/C#N)C1Nc2ccccc2N1C (stereo unspecified),96,104,112,107,97,97,108,114,120
COC(=O)c1cc(Cl)cc(NC(C)=O)c1Cl,96,98,103,85,100,98,103,110,112
CCOC(=O)C1(C(=O)OCC)CCN(S(=O)(=O)c2ccccc2)CC1,86,92,100,103,94,101,102,103,97
Nc1nc(Nc2cccnc2)nn1Cc1ccccc1,99,97,100,103,103,104,104,103,101
Nc1ccc(NC(=O)c2cc(Cl)ccc2O)c(Cl)c1,97&94,98&94,101&101,103&99,109&93,103,101&99,121&113,105&101
COc1ccc(-c2cs/c(=N\N=C\c3ccc(F)c(OC)c3)n2C)cc1,72,70,83,90,50,65,79,86,81
CCOC(=O)CCCOc1ccc(/C=C2\CC/C(=C\c3ccc(OCCCC(=O)OCC)c(OC)c3)C2=O)cc1OC,73,92,94,83,96,98,95,110,104
Cc1cc(C)n2c(SCc3nc4sc5c(c4c(=O)[nH]3)CCCC5)nnc2n1,84,98,103,108,99,102,100,138,112
COc1ccc(-c2nnc(CSc3nc(-c4ccc(F)cc4)c(C#N)c(=O)[nH]3)o2)cc1,95,94,109,91,90,88,106,105,105
O=C(O)c1ccc(F)c([N+](=O)[O-])c1,107,101,106,106,94,95,107,113,97
CCC(C)S(=O)(=O)c1oc(-c2ccc(C)cc2)nc1S(=O)(=O)c1ccccc1 (stereo unspecified),-99*,-87*,-55*,65,-7.0*,-10*,-72*,-86*,-14*
COC1=CC(=O)OC(C)(c2ccccc2)C1 (stereo unspecified),/,98,101,/,/,111,95,100,108
CC(=O)N1C(=O)C(=O)c2ccccc21,99,101,105,104,91,94,99,109,111
CC[n+]1ccc(C)c(C)c1,106,108,103,122,110,102,98,107,104
CN1CCN(Cc2ccc(C(=O)Nc3cncc(C#Cc4cnc(N)c5ccccc45)c3)cc2C(F)(F)F)CC1,-54*,-42*,-25*,-31*,-84*,/,-38*,-51*,-81*
CC(=O)N1N=C(c2ccc(F)cc2)CC1c1cccc(Nc2ccnc3cc(C(F)(F)F)ccc23)c1 (stereo unspecified),77,90,86,94,102,81,79,90,96
COCC(=O)O,99,98,104,96,99,96,101,103,110
CC(c1cccc(O)c1)N(C)C (stereo unspecified),98,99,109,100,105,92,97,108,107
Cc1nc2sc(C(=O)Nc3cccc4ccccc34)c(N)c2cc1C(C)O (stereo unspecified),-16*,26,-1.7*,45,8.5*,71,14,-5.3*,9.5*
CCN(c1ccccc1)c1nc(Cl)nc2c1cnn2C,92,91,93,102,98,/,94,108,108
CCOC(=O)c1c(C)nc2[nH]n(-c3ccccc3)c(=O)c2c1-c1ccccc1,86,102,103,97,102,96,105,106,104
O=C(c1ccc(O)c(Br)c1)c1cc(Br)ccc1O,88&90,115&105,115&110,108&107,100&103,104&105,101&94,113&116,102&106

# Further records follow.
Molecule,NCI-H522,NCI-H23,NCI/ADR-RES,NCI-H322M,HCT-116,NCI-H226,HCT-15,COLO 205,NCI-H460
CCOC(=O)c1ccc(-c2ccc(C(=O)OCC)cc2)cc1,88,86,94,117,99,101,95,100,104
COc1ccc(-c2cc(=O)oc3ccc(Cl)cc23)cc1F,-28*,18,6.2*,47,5.5*,49,12,-26*,7.7*
CN(C)C1CCN(Cc2ccccc2)CC1,103,103,100,94,106,105,100,107,104
c1cnc(-c2nc3c4c5c(sc4ncn3n2)CCC5)cn1,93,107,116,100,109,87,95,103,102
O=C(CCOCCOCCNC(=O)COc1ccc2c(c1)OCC(c1ccc(F)cc1)C2=O)NCCCC(O)(P(=O)(O)O)P(=O)(O)O (stereo unspecified),96,104,110,103,104,97,107,110,109
COc1ccc(-c2nnc(CNc3ccccn3)o2)cc1,87,87,97,113,100,86,98,91,97
COc1ccc(/C=C(\c2cc(OC)c(OC)c(OC)c2)c2nnc(-c3ccc(N(C)C)cc3)o2)cc1,79,93,85,67,87,86,63,97,95
COC(=O)[C@H](CCCCNC(=O)OC(C)(C)C)Nc1nc(N)nc(N(C)C2CCCCC2)c1C=O,95,106,100,97,102,89,106,110,103
O=c1c(/C=C/c2ccco2)nnc2sc(Nc3ccc(Cl)cc3)nn12,91,96,102,84,99,85,108,114,101
Clc1ccccc1Nc1nnc(-c2ccncc2)s1,99,102,102,94,102,101,112,114,100
C=C1CCC2C3(C)COC(c4cccc(F)c4)OC3CCC2(C)C1C/C=C1/C(=O)OCC1O (stereo unspecified),-76*,-38*,-18*,53,-74*,31,-24*,-52*,8.7*
COc1ccc(-c2cc(-c3nnc(SCC(=O)Nc4ccc(C(C)=O)cc4)o3)c3cc(OC)ccc3n2)cc1,92,97,105,114,104,97,97,121,104
COC(=O)C1C2CCCCC1C(=O)O2 (stereo unspecified),94,96,96,114,100,105,106,106,118
Cc1ccc(C2CCCCC2)cc1Br,91,105,98,99,105,98,100,101,108
CCOC(=O)c1c2c(c3ccc4c5ccccc5ccc4n13)C(=O)c1ccccc1C2=O,107,97,107,98,114,102,108,129,111
O=C(OCC(O)C1OC(c2ccccc2)OC(COC(=O)c2ccccc2)C1O)c1ccccc1 (stereo unspecified),/,111,107,109,109,100,97,100,104
COc1ccc(OC)c(Nc2n[nH]c(-c3cccs3)c2C#N)c1,92,86,93,90,95,76,101,112,98
CN1CCN(C(=O)[C@]2(C)CC[C@]3(C)CC[C@]4(C)C(=CC(=O)[C@@H]5[C@@]6(C)CCC(=O)NC(C)(C)[C@@H]6CC[C@]54C)[C@@H]3C2)CC1,91,100,97,107,93,92,95,110,102
O=C(/C=C/c1ccccc1)c1cccc(Nc2nc(Nc3ccccc3)nc(Nc3ccccc3)n2)c1,96,80,87,106,46,94,91,69,92
O=C1OCC2=C1C(c1cccc([N+](=O)[O-])c1)c1cc3c(cc1N2CCO)CCC3 (stereo unspecified),-4.9*,23,3.6*,37,7.2*,38,9.4*,-27*,3.6*
CN1C(=O)/C(=C/c2cccs2)S/C1=N/c1nccs1,90,82,95,91,95,90,95,111,98
C=CNC(=S)N/C=C(\C#N)S(=O)(=O)c1ccc(C)cc1,81,92,102,98,100,105,104,107,110
O=C(O)/C=C\C(=O)Nc1ccccc1,89,95,101,104,100,91,107,/,100
O=C1/C(=C/c2ccc(O)cc2)Oc2ccc(Cl)cc21,-65*,71,87,83,66,69,89,109,80
COc1ccccc1CC(=O)O,94&103,97,109&116,97,99&102,100&100,109&91,121&103,106&106

# For reference, 4 of the compounds above:
Molecule,NCI-H522,NCI-H23,NCI/ADR-RES,NCI-H322M,HCT-116,NCI-H226,HCT-15,COLO 205,NCI-H460
Cc1cc(C)nc(NS(=O)(=O)c2ccc(Nc3nc(C)c4c(=O)[nH]c(Nc5cccc(Cl)c5)nc4n3)cc2)n1,94,94,99,144,101,85,98,112,119
Nc1nc(N)c2c(C(=O)Nc3ccc(CCN4CCOCC4)cc3)coc2n1,97,97,98,105,97,105,105,104,105
CN1/C(=C/C=C/c2n(Cc3ccc4ccccc4c3)c(Cl)c(Cl)[n+]2Cc2ccc3ccccc3c2)Oc2ccccc21,-82*,-80*,33,-11*,-82*,-75*,-73*,-80*,-75*
COC(=O)CN/C(CCCO)=C(/C#N)C1Nc2ccccc2N1C (stereo unspecified),96,104,112,107,97,97,108,114,120

# (list continues)
Molecule,NCI-H522,NCI-H23,NCI/ADR-RES,NCI-H322M,HCT-116,NCI-H226,HCT-15,COLO 205,NCI-H460
CC(=O)CC(=O)NC(C)CCC(C)C (stereo unspecified),107,110,107,105,101,113,98,108,105
O=c1cc(Cn2cc(CSc3nc4ccccc4o3)nn2)c2c(ccc3ccccc32)o1,93,88,93,99,103,90,102,105,106
N#Cc1ncc(-c2cc(C(F)(F)F)cc(C(F)(F)F)c2)c(NC2CCCCCC2)n1,109,100,103,116,93,102,98,100,109
CC1O[C@@H](c2ccccc2)OC2COC(c3ccccc3)OC12 (stereo partly specified),78,100,110,98,90,95,105,107,114
CC1CC(=O)OC(C)(C)C1 (stereo unspecified),89,108,112,96,105,96,102,105,103
COc1ccccc1CNC(=O)CCn1c(=O)[nH]c2ccsc2c1=O,104,105,108,106,110,105,101,115,102
O=C1NC(=O)c2c1cc1ccccc1c2-c1ccccc1,110,129,126,106,94,99,108,122,113
O=CN1N=C(c2ccc(Cl)cc2)CC1c1sc(Cl)nc1Cl (stereo unspecified),87,96,89,92,105,67,95,113,113
ClC/C=C/c1ccccc1,/,99,106,106,96,106,104,108,115
C=C[C@@H]1C[C@H](O)Cc2cc(F)ccc2N1,93,97,105,112,103,87,96,107,98
COC1=C(N=[N+]=[N-])C(=O)C(OC)=C(N=[N+]=[N-])C1=O,130,/,110,/,109,97,103,107,105
CC(=O)OCC1OC(n2cc(CI)nn2)C(OC(C)=O)C(OC(C)=O)C1OC(C)=O (stereo unspecified),86,105,107,95,92,101,101,108,109
N#C/C(=C\c1ccc(-c2ccc(Br)cc2)o1)c1nc2ccccc2c(=O)[nH]1,92,99,102,101,92,99,95,106,103
C=C(C)[C@@H]1CC=C2c3sc(N)nc3C[C@@H](C)[C@]2(C)C1,91,103,102,109,96,100,105,113,113
CN(C)c1ccc(-c2cc(-c3ccc(Nc4nc(Nc5ccc(F)cc5)nc(Nc5ccc(F)cc5)n4)cc3)nc(N)c2C#N)cc1,89,99,103,147,102,141,118,127,109
COC(=O)[C@@H](Cc1c[nH]c2ccccc12)NC[C@@H](O)CN1C(=O)/C(=C\c2cc(OC)c(OC)c(OC)c2)c2ccccc21,67,77,79,85,66,59,54,74,68
CCCCCCCC(=O)OCc1cc(=O)c(OC(=O)CCCCCCC)co1,82,97,104,107,101,94,105,104,110
C=C1C[C@H](O)[C@H](Br)C(C)(C)[C@@]12CCC(C)=C(Cl)C2,16,13,22,40,9.9*,15,-4.3*,-79*,13
NC(N)=NNC(=O)Cc1ccc(Cl)cc1,101,90,101,103,95,103,111,119,108
C/C(CCc1ccccc1)=C(/C)C1CC1CCNS(=O)(=O)c1ccc(C)cc1 (stereo unspecified),81,86,92,97,87,92,99,117,99
COc1ccc(-c2ccnc(SCc3cc4ccccc4[nH]c3=O)n2)cc1,47,76,27,83,31,64,28,77,34
C=C1C(=O)O[C@H]2[C@H]1CC/C(CNC(=O)/C=C/c1ccccc1F)=C\CC[C@@]1(C)O[C@@H]21,-74*,65,78,74,-35*,72,-63*,-45*,56
COC(=O)c1ccc(C(=O)Nc2ccc(-c3cc(=O)c4c(OC)c(OC)c(OC)cc4o3)cc2)cc1,84,95,101,92,99,90,94,99,103
O=C(Nc1ccccc1)Nc1ccc(OCC(=O)c2ccccc2)cc1,79,/,98,102,95,94,93,105,91
CCOC(=O)c1cc(C(=O)c2ccc(Br)cc2)n2ccc(/C=C/c3cc[n+](CC(=O)c4ccc(Br)cc4)cc3)cc12,82,64,72,95,61,95,55,88,100

# (cont.)
molecule,NCI-H522,NCI-H23,NCI/ADR-RES,NCI-H322M,HCT-116,NCI-H226,HCT-15,COLO 205,NCI-H460
CCOC(=O)c1ncn(Cc2ccccc2)c1-n1cccc1,85,97,95,115,87,111,107,125,113
COc1ccc(OC)c(NC(=O)C2=C(C)NC(C)=C(C(=O)Nc3cc(OC)ccc3OC)C2c2cccc([N+](=O)[O-])c2)c1,77,79,74,81,70,77,79,96,84
CCc1ccccc1NC(=O)c1sc2nc3c(cc2c1N)C(=O)CCC3,-12*,38,5.2*,46,26,67,31,-7.9*,6.4*
Cc1cc(O)c2c(c1)C(=O)C(c1c(C)cc3c(c1O)C(=O)C=CC3=O)=CC2=O,-37*,90,100,110,73,98,47,-19*,109
COc1ccc(/C=C/C(=O)n2nc(-c3ccccc3)nc2-c2ccccc2)cc1,91,103,108,103,100,97,99,107,106
COc1cccc(F)c1,88,100,103,102,99,98,103,104,108
O=c1oc2ccc(-c3ccc(F)cc3F)cc2c(=O)n1-c1cccc(C(F)(F)F)c1,0.3*,0.1*,4.0*,3.5*,4.4*,13,9.9*!,87&18,4.8*
Cc1sccc1-c1nnc(-c2c(-c3ccc(F)cc3)nc3ccccn23)o1,101,91,94,112,84,108,93,102,101
CN(C)c1ccc(N=C2C=CC(=[N+](C)C)C=C2)cc1,40,40,89,103,47,87,97,100,82
